RGS4 inhibitor: human RGS4 inhibition. 390,000 tested, 0.039% active. P49798. Potency, µM (series often up to 114 µM), without a hit: at the highest dose activity change, negative = inhibition, hits mostly inhibitors. Transcreener GDP fluorescence polarization, RGS4-accelerated GTP hydrolysis; also: potency is read from the fitted curve at half-maximal effect; % is scaled to controls: 0 for no effect and ±100 for the full control effect; nearly all actives have a fitted effect of over 75% in size; some results filed as inactive show a strong effect at the top dose
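MLSMR compounds (23 nl, pin-transferred) preincubated 10 min at room temperature with a 500nM (2x) first reagent, then RGS4 at 900nM (2x) plus Transcreener GDP mix added; fluorescence polarization (620/688 nm) read before and after 90 min at 30 °C.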
HP1b chromo inh: inhibitors of HP1-beta chromodomain binding to methylated histone tails; AlphaScreen HP1-beta / biotin-H3K9me3 peptide binding; Potency, µM (series often up to 114 µM), without a hit: top-dose activity change, negative = inhibition, most hits filed as inhibitors; 390,000 tested, 0.56% active; AID 540317; also: potency is read from the fitted curve at half-maximal effect; nearly all actives have a fitted effect of over 70% in size; inactives centre near 23
Target sequence (P83916 whole entry, looked up): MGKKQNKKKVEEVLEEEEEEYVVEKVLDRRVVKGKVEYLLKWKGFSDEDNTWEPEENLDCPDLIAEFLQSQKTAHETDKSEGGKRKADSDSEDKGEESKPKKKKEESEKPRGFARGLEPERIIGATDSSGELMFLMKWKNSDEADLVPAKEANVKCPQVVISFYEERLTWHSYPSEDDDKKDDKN
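Compound inhibition of the preformed complex between 50 nM HP1-beta and 50 nM biotinylated H3K9me3 peptide was read by AlphaScreen. Buffer was PBS pH 7.4 with 0.01% Tween-20. Incubations ran 30 min at room temperature, with 10 ug/mL donor/acceptor beads.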
JMJD2A Tudor inh: JMJD2A Tudor domain (human) inhibition | O75164 | AlphaScreen JMJD2A-Tudor / H3K4me3 peptide binding | Potency, µM (doses to about 114 µM), without a hit: top-dose activity change, negative = inhibition, usual class: inhibitors | 390,000 tested, 4.4% active | AID 504339; also: potency is read from the fitted curve at half-maximal effect; % is scaled to controls: 0 for no effect and ±100 for the full control effect; nearly all actives have a fitted effect of over 50% in size
GLS inh: inhibitors of human glutaminase (GLS); O94925; Potency, µM (doses to about 45.5 µM), for the others: at the top dose activity change, negative = inhibition, hits mostly inhibitors; 410,000 tested, 0.21% active; GLS enzymatic activity, qHTS titration; also: potency is read from the fitted curve at half-maximal effect; % is scaled to controls: 0 for no effect and ±100 for the full control effect
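Two-point fluorescence kinetic (t0, 30 min RT) for hKGA; glutamate detected via glutamate oxidase–HRP–Amplex Red. Substrate: 1 mM L-glutamine solution; buffer 45 mM KH2PO4, pH 8.2.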
ERG-DNA inh: ERG Ets/DNA interaction inhibition | P11308 | fluorescence polarization, His-ERG Ets domain / labelled DNA | Potency, µM (highest dose often 76.9 µM), for the others: top-dose FP activity, negative = inhibition, hits mostly inhibitors | 370,000 tested, 0.028% active | AID 624246; active = well fitted inhibition curve with a large enough effect in the polarisation, with a control signal flat; inconclusive = small, poorly fitted or top-dose-only effect, or effect the other way, or a change in a side signal; inactive = no such curve, though single readings can be large or run the other way; the % refers to the polarisation;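 also: polarization taken with two DNA probes labelled with fluorescein and Texas red; potency is read from the fitted curve at half-maximal effect; % of control where 0% means no effect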
Target sequence (P11308 whole entry, looked up, the tested form may be a part): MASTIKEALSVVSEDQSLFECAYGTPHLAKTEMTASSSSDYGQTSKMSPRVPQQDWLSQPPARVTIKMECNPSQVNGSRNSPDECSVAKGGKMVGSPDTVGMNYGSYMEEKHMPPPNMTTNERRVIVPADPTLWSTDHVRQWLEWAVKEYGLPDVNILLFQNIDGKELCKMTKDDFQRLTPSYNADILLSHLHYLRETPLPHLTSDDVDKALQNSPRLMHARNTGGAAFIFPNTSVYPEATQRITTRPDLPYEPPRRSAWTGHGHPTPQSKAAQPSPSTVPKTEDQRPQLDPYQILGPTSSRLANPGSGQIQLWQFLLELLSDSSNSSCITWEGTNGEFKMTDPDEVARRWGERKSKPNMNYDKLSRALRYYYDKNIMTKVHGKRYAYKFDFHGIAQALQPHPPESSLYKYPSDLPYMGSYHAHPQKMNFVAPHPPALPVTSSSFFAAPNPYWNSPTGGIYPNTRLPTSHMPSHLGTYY
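His-tagged ERG Ets domain (1 uM in the protein solution; 300mM KCl, 50mM Tris-HCl, 1mM EDTA, 1mM DTT, pH 7.5) received compound, then a probe mix of 5 nM fluorescein-DNA and 100nM Texas-615-DNA. Fluorescence polarization was read for both dyes.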
PI4K2A block: PI4K2A (human) kinase inhibition; Q9BTU6; AID 1346378; 420,000 tested, 0.13% active; purified PI4K2A, ADP-Glo luminescence, 1 h; hits give low values; activity change, negative = inhibition, % at 76.9 µM; in the data active = activity change below about -50%; inconclusive = mostly about -30% to -49%;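 also: -100% = wells without enzyme as full effect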
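Compounds are screened against recombinant PI4K2A using PI as substrate and ATP, the latter dispensed at 300 microM. Reactions run one hour at ambient temperature before ADP-Glo detection; full inhibition defined by wells lacking enzyme.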
G9a block: blocks human histone lysine methyltransferase G9a; G9a H3K9 monomethylation, AlphaScreen, 2 h; Q96KQ7; 350,000 tested, 8.8% active; Potency, µM (doses to about 102 µM), for inactives: at the top dose activity, negative = inhibition, usual class: inhibitors; also: potency is read from the fitted curve at half-maximal effect; % is scaled to controls: 0 for no effect and ±100 for the full control effect; nearly all actives have a fitted effect of over 75% in size
Target sequence (Q96KQ7 913-1193 limits assumed): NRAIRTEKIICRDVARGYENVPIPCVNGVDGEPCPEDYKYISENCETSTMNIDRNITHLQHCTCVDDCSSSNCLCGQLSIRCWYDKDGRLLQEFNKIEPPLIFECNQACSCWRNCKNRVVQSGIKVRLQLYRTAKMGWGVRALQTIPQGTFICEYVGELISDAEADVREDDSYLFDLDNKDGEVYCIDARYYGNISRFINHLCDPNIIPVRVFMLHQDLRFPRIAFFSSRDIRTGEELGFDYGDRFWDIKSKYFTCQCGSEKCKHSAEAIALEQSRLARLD
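Enzyme 20 nM + cpd, 15 min RT; add b-H3K9 pep 500 nM / SAM 20 uM; 2 h RT; anti-H3K9me1 Ab 0.5 ug/mL + SA donor / anti-rabbit acceptor beads 20 ug/mL each, 10 min; AlphaScreen read.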
ALOX12 inh: inhibitors of human 12S-lipoxygenase ALOX12; P18054; Potency, µM (top dose mostly 108 µM), inactives show at the top dose activity change, negative = inhibition, hits mostly inhibitors; 580,000 tested, 1.1% active; purified 12hLO, xylenol orange hydroperoxide absorbance; also: potency is read from the fitted curve at half-maximal effect; % is scaled to controls: 0 for no effect and ±100 for the full control effect
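Hydroperoxide product was detected by ferrous iron/xylenol orange as the 573 to 405 nm absorbance ratio. Arachidonic acid at 40 uM (final) was turned over for 30 min at room temperature by 150 nM human 12hLO, pH 7.0 Hepes buffer, after 15 min compound preincubation.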
BAZ2B inh: blocks human BAZ2B; Q9UIF8; AlphaScreen BAZ2B-H3K14Ac peptide displacement; Potency, µM (highest dose often 114 µM), without a hit: at the top dose activity change, negative = inhibition, actives largely listed as inhibitors; 360,000 tested, 4.4% active; AID 504333; also: potency is read from the fitted curve at half-maximal effect; % is scaled to controls: 0 for no effect and ±100 for the full control effect; nearly all actives have a fitted effect of over 60% in size
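In this displacement format the biotinylated H3(5-23) peptide acetylated at Lys14 serves as ligand at 50 nM, with BAZ2B at 50 nM in PBS pH 7.4 containing 0.01% Tween-20. Donor and acceptor beads are 10 ug/mL final.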
Numbers without * were called inactive; u = inconclusive; x = no result given; [ ] = dose if it differs, or a comment. Unless noted, calls follow the shape of the dose curve; as a rule, active = well fitted curve in the direction sought with a large enough effect; inconclusive = small, poorly fitted or top-dose-only effect, or another doubt; inactive = no such curve, though single readings can be large; an effect the other way counts as inactive or inconclusive.

1: Cn1nnnc1SCCNCc1ccccc1OCc1ccccc1F
2: Cc1ccccc1N=C/C=C1\N(C)c2ccccc2C1(C)C
3: Cc1cccc(-n2ncc3c2CCCC3NC(=O)CCc2ccncc2)c1C (stereo not drawn)
4: C/C(N)=C(/C#N)C(=O)COC(=O)c1cc(-c2cccc(Br)c2)nc2ccccc12
5: Cc1nc2cc(-c3ccccc3)nn2c(C)c1CCC(=O)NCCc1ccccc1
6: COc1ccc(OCC(=O)Nc2c3c(nn2-c2ccc(OC)cc2)CS(=O)(=O)C3)cc1

screen / no.	1	2	3	4	5	6
RGS4 inhibitor	24%	19%	11%	-23%	11%	11%
HP1b chromo inh	25%	3%	29%	34%	23%	6%
JMJD2A Tudor inh	-16%	-29%	-5%	u	-6%	-12%
GLS inh	6%	-12%	-2%	0%	13%	5%
ERG-DNA inh	3%	u	4%	-11%	-7%	-10%
PI4K2A block	1	2	-5	-2	-3	3
G9a block	u	u	3%	17%[59 µM]	-6%[59 µM]	3%
ALOX12 inh	-29%	u	5%	-7%	-24%	-6%
BAZ2B inh	-26%	7%	-8%	22%	-4%	-2%

7: CCN(CC)CCN(C(=O)c1ccc(S(=O)(=O)N2CCOCC2)cc1)c1nc2cc3c(cc2s1)OCCO3
8: CN(Cc1ccc(F)cc1)C(=O)C(Cc1ccccc1)NC(=O)c1ccccc1 (stereo not drawn)
9: CCOC(=O)c1cnc(-n2[nH]c(C)c(Cc3ccccc3)c2=O)[nH]c1=O
10: COc1ccc2noc3c2c1C(=O)c1ccccc1-3
11: Cc1ccc(Nc2nnc(SC/C(O)=C(\C#N)c3nc4ccccc4[nH]3)s2)c(C)c1
12: Cc1ccc(NC(=S)NC(=O)c2ccc(F)cc2)cc1S(=O)(=O)Nc1cccc(Cl)c1

screen / no.	7	8	9	10	11	12
RGS4 inhibitor	-12%	5%	11%	-36%	-41%	14%
HP1b chromo inh	6%	16%	61%[activator]	-14%	2%	13%
JMJD2A Tudor inh	-21%	-4%	7.9µM*	u	-32%	-11%
GLS inh	0%	-2%	-3%	-13%	6%	5%
ERG-DNA inh	-9%	13%	1%	46%[activator]	5%	-5%
PI4K2A block	1	-1	-2	u	-3	-7
G9a block	u	27%[59 µM]	33%[12.7 µM]	x	7.1µM*	u
ALOX12 inh	8%	-25%	-16%	13%	u	13µM*
BAZ2B inh	-27%	-5%	2µM*	x	5%	u

13: N#CCC(=O)Nc1ccc(C(=O)OCC(=O)Nc2cccc(C(F)(F)F)c2)cc1
14: COc1ccc(N2CCN(/C(=N\S(=O)(=O)c3ccccc3)Nc3nc(C)cc(C)n3)CC2)cc1
15: COc1ccc(CN(C)C(=O)c2ccc3ccccc3n2)cc1F
16: CC(SC1=Nc2ccccc2C2CC=NN12)C(=O)NC1(C#N)CCCCC1 (stereo not drawn)
17: CN(C)CCN1C(=O)C(=O)/C(=C(/O)c2ccccc2)C1c1ccccc1F (stereo not drawn)
18: COc1cc(-c2cc(C(F)(F)F)n3ncc(C(=O)O)c3n2)cc(OC)c1OC

screen / no.	13	14	15	16	17	18
RGS4 inhibitor	-28%	3%	-5%	-21%	-8%	20%
HP1b chromo inh	13%	6%	-11%	30%	15%	16%
JMJD2A Tudor inh	-24%	-13%	-6%	-13%	-22%	-6%
GLS inh	-6%	19%	1%	-12%	12%	3%
ERG-DNA inh	10%	-1%	7%	-6%	6%	-2%
PI4K2A block	1	0	8	-6	0	-3
G9a block	7%	u	5%	0%[0.501 µM]	-32%[59 µM]	-37%[59 µM]
ALOX12 inh	-2%	0%	-27%	4%	u	23%
BAZ2B inh	x	-9%	-3%	3%	9%	-4%

19: Cc1ccccc1OCC(=O)Nc1cc(S(=O)(=O)N2CCOCC2)ccc1N1CCCC1
20: Cn1c(=O)c(C(=O)NCCO)c(O)c2ccccc21
21: CCCOc1ccc(-c2nnn(CC(=O)OCC)n2)cc1
22: Cc1ccc(NC(=O)CSc2nnc(CNC(=O)c3c(F)cccc3Cl)o2)cc1
23: COc1ccc2nc(Nc3nc4ccc(NC(C)=O)cc4s3)sc2c1
24: Cc1ccc(-n2nc3c(=O)n(CC(=O)NCc4ccccc4)nc(C)c3c2C)cc1

screen / no.	19	20	21	22	23	24
RGS4 inhibitor	2%	9%	-18%	-15%	-2%	2%
HP1b chromo inh	25%	26%	55%	24%	35%	48%[activator]
JMJD2A Tudor inh	-34%	-12%	13%	-1%	12%	6%
GLS inh	18%	11%	-5%	-11%	2%	0%
ERG-DNA inh	3%	4%	4%	4%	-7%	1%
PI4K2A block	-4	3	4	-7	6	-4
G9a block	-8%[12.7 µM]	u	19%[59 µM]	12%[12.7 µM]	17%[59 µM]	15%[59 µM]
ALOX12 inh	15%	u	-23%	0%	9%	3%
BAZ2B inh	u	-9%	55%[activator]	-6%	6%	-17%

5 compounds from above, ordered by formula weight, highest first.
22: Cc1ccc(NC(=O)CSc2nnc(CNC(=O)c3c(F)cccc3Cl)o2)cc1
24: Cc1ccc(-n2nc3c(=O)n(CC(=O)NCc4ccccc4)nc(C)c3c2C)cc1
18: COc1cc(-c2cc(C(F)(F)F)n3ncc(C(=O)O)c3n2)cc(OC)c1OC
17: CN(C)CCN1C(=O)C(=O)/C(=C(/O)c2ccccc2)C1c1ccccc1F (stereo not drawn)
21: CCCOc1ccc(-c2nnn(CC(=O)OCC)n2)cc1

screen / no.	22	24	18	17	21
RGS4 inhibitor	-15%	2%	20%	-8%	-18%
HP1b chromo inh	24%	48%[activator]	16%	15%	55%
JMJD2A Tudor inh	-1%	6%	-6%	-22%	13%
GLS inh	-11%	0%	3%	12%	-5%
ERG-DNA inh	4%	1%	-2%	6%	4%
PI4K2A block	-7	-4	-3	0	4
G9a block	12%[12.7 µM]	15%[59 µM]	-37%[59 µM]	-32%[59 µM]	19%[59 µM]
ALOX12 inh	0%	3%	23%	u	-23%
BAZ2B inh	-6%	-17%	-4%	9%	55%[activator]

Going on with the list:
25: COc1ccc(NC2CCCN(C(=O)c3ccc(C)nc3)C2)cc1 (stereo not drawn)
26: NC1=NC(=O)CC(C(=O)Nc2cccc3ccccc23)S1 (stereo not drawn)
27: COc1ccc(CCOC(=O)c2cccc(NC(C)=O)c2)cc1
28: COC(=O)/C=C(\C)NC(=O)c1cccs1
29: O=[N+]([O-])c1ccc(Cl)c(/C=N/N2CCN(C3c4ccccc4-c4ccccc43)CC2)c1
30: O=C(CSc1nnc(-c2ccc(Cl)cc2)n1CC1CCCO1)NC1CCS(=O)(=O)C1 (stereo not drawn)

screen / no.	25	26	27	28	29	30
RGS4 inhibitor	-16%	2%	-17%	-32%	-42%	12%
HP1b chromo inh	8%	39%	31%	31%	-12%	25%
JMJD2A Tudor inh	-14%	-3%	0%	-5%	u	-27%
GLS inh	21%	0%	-18%	3%	7%	0%
ERG-DNA inh	11%	-6%	-4%	-4%	-1%	14%
PI4K2A block	-3	4	0	0	-2	-3
G9a block	40µM*	u	29%	29%	27%[0.501 µM]	17%[59 µM]
ALOX12 inh	-19%	x	12%	13%	122%	17%
BAZ2B inh	-21%	1%	-14%	13%	-35%	-1%

31: Clc1ccc(CN2CCN(c3ncccn3)CC2)cc1Cl
32: CCOc1ccc(S(=O)(=O)N2CCN(C(=O)c3ccc(-n4cncn4)c([N+](=O)[O-])c3)CC2)cc1
33: O=C(Cn1ccc2ccccc2c1=O)NCC(=O)N1CCCCC1
34: CC1CCC(CN2CCN=C2N(C)C)CC1 (stereo not drawn)
35: Cn1c(=O)c2c(nc(Cc3ccccc3)n2C)n(C)c1=O
36: COc1cc(C(=O)OCc2ccc(C)cc2)cc(NC(=O)c2cccs2)c1OC

screen / no.	31	32	33	34	35	36
RGS4 inhibitor	-6%	-27%	4%	2%	10%[56.9 µM]	4%
HP1b chromo inh	-24%	17%	-14%	0%	46%[activator]	24%
JMJD2A Tudor inh	13µM*	-12%	-18%	u	-11%	-10%
GLS inh	-4%	-10%	7%	0%	15%	-10%
ERG-DNA inh	4%	-7%	7%	10%	11%	-6%
PI4K2A block	-4	8	2	-5	-1	2
G9a block	x	0%[0.501 µM]	5%	11%[12.7 µM]	25%	-17%[59 µM]
ALOX12 inh	-30%	7%	9%	28%	260%[activator]	-12%
BAZ2B inh	79µM*	-5%	12%	10%	-12%	-5%

37: Fc1ccc(-c2cc(-c3cccs3)cc(-c3ccccc3)n2)cc1
38: O=C(CCNC(=O)Cn1ccc2ccccc2c1=O)NCc1ccc(F)cc1Cl
39: CCOc1cc(NS(C)(=O)=O)c(OCC)cc1NC(=O)c1cccs1
40: COc1cccc(C2C(C(N)=O)=C(C)Nc3nc(CCCO)nn32)c1OC (stereo not drawn)
41: CCOC(=O)c1ccccc1NC(=O)CSc1cn(CC(=O)N2CCCCC2)c2ccccc12
42: CC1CC(C)CN(S(=O)(=O)N2CCCC(C(=O)NCc3ccccc3Cl)C2)C1 (stereo not drawn)

screen / no.	37	38	39	40	41	42
RGS4 inhibitor	16%	12%	-16%	-1%	12%	9%
HP1b chromo inh	141%[activator]	32%	5%	39%[activator]	30%	14%
JMJD2A Tudor inh	102%[activator]	-6%	-29%	-15%	-9%	-8%
GLS inh	3%	-20%	22%	15%	5%	7%
ERG-DNA inh	8%	0%	10%	4%	0%	-7%
PI4K2A block	0	1	9	8	1	-5
G9a block	x	-5%	u	5%[59 µM]	-1%[59 µM]	23%
ALOX12 inh	29%	6%	0%	-21%	-28%	8%
BAZ2B inh	31%	x	-23%	-4%	-13%	-10%[57.1 µM]

Source: PubChem BioAssay

Only part of the results is shown; rates above refer to the full screens.
